Screening data (PubChem)
BL2 CD40 inh = CD40 pathway inhibition in BL2 cells; BL2 NF-kB luciferase reporter, CD40L-induced, 4 h; inhibition, % at 10 µM; 83,000 tested, 0.94% active;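 active means mean inhibition of at least 50% with a set share of replicates also reaching that level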;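 further: 0% = neutral control wells and 100% = IKK inhibitor VII at 50 µM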
* marks the source's active call; other numbers are inactive results; [ ] = remark or other dose.

Structure,BL2 CD40 inh
COCC(=O)N(C[C@@H]1[C@@H](c2ccccc2)[C@H](CO)N1C(=O)NC(C)C)C(C)C,-1[25 µM]
CC(=O)NC(C)CCc1ccccc1 (stereo unspecified),8
Cc1csc2c(=O)[nH]cnc12,13
O=C(CCN=C1NS(=O)(=O)c2ccccc21)OCc1ccccc1,9
CSc1nc2ccc(S(N)(=O)=O)cc2s1,-2
O=C(NCC(c1cccnc1)N1CCN(c2ccc(F)cc2)CC1)c1ccccc1 (stereo unspecified),6
COc1cccc(C(=O)OCC(=O)NC23CC4CC(CC(C4)C2)C3)c1,0
CN(CC(=O)Nc1ccccc1Cl)C(=O)C1CCN(C(=O)c2ccc(F)cc2)CC1,-3
CCCCCCCC/C=C/CCCCCCCC(=O)NC(CO)Cc1ccc(O)cc1 (stereo unspecified),8[25 µM]
O=C(Nc1ccc(C(F)(F)F)cc1)c1ccccc1-n1cnnn1,9
Cc1ccc(C)c(S(=O)(=O)NC(CCC(N)=O)C(=O)O)c1 (stereo unspecified),8
CC1(C(=O)NCc2ccccc2)Cc2c(-c3ccc(C(N)=O)cc3)ccnc2O1 (stereo unspecified),14
O=C(CN1C(=O)NC2(CCCC2)C1=O)NCc1ccccc1,2
C[C@@H]1CN([C@@H](C)CO)C(=O)c2cc(NC(=O)Nc3cccc4ccccc34)ccc2O[C@H]1CN(C)S(=O)(=O)c1cccs1,2[25 µM]
C[C@H](O)C#Cc1ccc([C@H]2[C@@H](CO)N3CCCCN(C(=O)c4ccncc4)C[C@H]23)cc1,-7[25 µM]
CCOC(=O)CC1(NC(=O)c2cc(COc3cncc(Cl)c3)on2)CCCCC1,12
O=C(c1ccc(-c2ccccc2)cc1)N1CCN(c2nc3ccccc3o2)CC1,8
CC(=O)c1ccc(NC(=O)C2CCCN(c3ncnc4c3nc3n4CCCCC3)C2)cc1 (stereo unspecified),3
O=C(NCc1ccco1)c1ccc(S(=O)(=O)N2CCCCC2)cc1,2
Cc1cc(CNC(=O)Cn2cc([N+](=O)[O-])cn2)c2ccccc2n1,5

Carrying on.
Structure,BL2 CD40 inh
N#C[C@@H]1[C@@H](c2ccc(-c3cccc(F)c3)cc2)[C@H](CO)N1S(=O)(=O)c1cccc(F)c1,20
O=C(COC(=O)CNC(=O)c1ccc2c(c1)OCO2)Nc1ncc(Cl)cc1Cl,1
Cc1ccc(CNC(=O)CCS(=O)(=O)c2ccc(C)cc2)cc1,2
O=c1nc2n(c3cccc(Cl)c13)CCCCC2,7
CCCCCOc1ccc(C(=O)CCC(=O)N2CCCC2)cc1,-11
C[C@@H]1CN([C@@H](C)CO)C(=O)c2ccccc2-c2ccccc2CO[C@H]1CN(C)Cc1ccc(C(=O)O)cc1,7
Cc1cc(N2CCN(c3ccccc3)CC2)n2ncnc2n1,2
CCc1sc(N2[C@@H](C#N)[C@@H](c3ccccc3-c3ccc(F)cc3)[C@@H]2CO)nc1C,-8[25 µM]
CC(=O)NC(CCS(C)(=O)=O)C(=O)Nc1ccccc1Cl (stereo unspecified),0
O=C(CN1CCCC1c1cccs1)Nc1cccc(S(=O)(=O)N2CCCC2)c1 (stereo unspecified),24
O=C(O)C1CC=CCC1C(=O)NCCc1csc(-c2ccccc2)n1 (stereo unspecified),-13
Cc1ccccc1C(=O)N[C@H](C(=O)OCC(=O)c1ccc[nH]1)C(C)C,1
O=C(Nc1ncc(Cl)cn1)c1cccs1,-48
COc1cc(OC)c2c(OC)cccc2n1,12
COC(=O)[C@H]1[C@H](CO)[C@H]2Cn3c(ccc(-c4ccncc4)c3=O)[C@H]2N1Cc1ccccc1F,-3[25 µM]
CC(=O)NC[C@H]1[C@@H](c2ccc(C3=CCCCC3)cc2)[C@@H](CO)N1C(=O)C1CCC1,5
COc1ccc2c3c([nH]c2c1)[C@H](CO)N(Cc1ccncc1)CC31CCN(CC2CCOCC2)CC1,-2[25 µM]
CO[C@H]1CN(C)C(=O)c2cc(NS(=O)(=O)c3cn(C)cn3)ccc2OC[C@@H](C)NC[C@@H]1C,-10[25 µM]
COc1nc(C)ccc1-c1noc(-c2ccccn2)n1,1
N#Cc1c(C(F)(F)F)cc(-c2cccs2)nc1SCc1ccc(Cl)nc1,11

The listing continues:
Structure,BL2 CD40 inh
CO[C@H]1CN(C)C(=O)c2cc(NC(=O)C3CCC3)ccc2OC[C@H](C)N(Cc2nccs2)C[C@@H]1C,0
N#C[C@H]1[C@H](c2ccc(-c3cccc(F)c3)cc2)[C@H](CO)N1C(=O)c1cccnc1,4[25 µM]
O=C(C1CCOCC1)N1CC(=O)N2[C@H](CO)[C@H](c3ccc(C#CC4CCCC4)cc3)[C@@H]2C1,-2
COc1ccc(C)cc1S(=O)(=O)N1CCN(C)CC1c1ccccc1 (stereo unspecified),-3
O=C(C[n+]1cccc(C(=O)Nc2ccccc2)c1)c1ccccc1,-1
O=C(CN1CCN(Cc2ccccc2Cl)C1=O)NCc1cccnc1,7
COc1ccc(CC(=O)Nc2nc3ccccc3s2)cc1S(=O)(=O)N1CCOCC1,-1
CC(=O)NCCNC(=O)c1ccc(Sc2ccccc2)c([N+](=O)[O-])c1,5
N#Cc1ccc(-c2cn3c(n2)SCC3)cc1,-39
COc1ccccc1N=c1sc2ccccc2n1C,-7
CC1(C)C2CCC1(CS(=O)(=O)N1CCCC1C(=O)O)C(=O)C2 (stereo unspecified),6
C=CCn1c(Sc2nc(C)cs2)nc2c1c(=O)[nH]c(=O)n2C,13
COc1ccc2c3c([nH]c2c1)[C@H](CO)N(S(=O)(=O)c1cn(C)cn1)CC31CCN(CC2CCCCC2)CC1,-11[25 µM]
Cc1cccc(CN2CCN(CC(C)C)C(CCO)C2)n1 (stereo unspecified),5
O=c1[nH]c2cccnc2n1Cc1ccco1,5
O=[N+]([O-])c1cc(S(=O)(=O)N2CCCC2)ccc1OCc1ccccc1,7
N#CC(C(=O)NC1CC1)c1nc2ccccc2nc1N1CCCC1 (stereo unspecified),4
O=C(CNC(=O)COc1ccccc1)NCCN1CCOCC1,9
CN(CC(=O)Nc1ccc(Cl)c(C(F)(F)F)c1)C(=O)CNC(=O)C1CCCCC1,9
CN(C)C(=O)c1cccc(-c2ccc3c(c2)[C@H]2[C@H](CCN2C(=O)C2CCC2)[C@@H](CO)N3)c1,-16[25 µM]

14 compounds from above, arranged by molar mass, lowest first:
Structure,BL2 CD40 inh
CC(=O)NC(C)CCc1ccccc1 (stereo unspecified),8
N#Cc1ccc(-c2cn3c(n2)SCC3)cc1,-39
O=c1nc2n(c3cccc(Cl)c13)CCCCC2,7
COc1ccccc1N=c1sc2ccccc2n1C,-7
Cc1cccc(CN2CCN(CC(C)C)C(CCO)C2)n1 (stereo unspecified),5
Cc1cc(N2CCN(c3ccccc3)CC2)n2ncnc2n1,2
O=C(CNC(=O)COc1ccccc1)NCCN1CCOCC1,9
O=C(Nc1ccc(C(F)(F)F)cc1)c1ccccc1-n1cnnn1,9
COc1cccc(C(=O)OCC(=O)NC23CC4CC(CC(C4)C2)C3)c1,0
N#Cc1c(C(F)(F)F)cc(-c2cccs2)nc1SCc1ccc(Cl)nc1,11
C[C@H](O)C#Cc1ccc([C@H]2[C@@H](CO)N3CCCCN(C(=O)c4ccncc4)C[C@H]23)cc1,-7[25 µM]
CCOC(=O)CC1(NC(=O)c2cc(COc3cncc(Cl)c3)on2)CCCCC1,12
CCCCCCCC/C=C/CCCCCCCC(=O)NC(CO)Cc1ccc(O)cc1 (stereo unspecified),8[25 µM]
CN(CC(=O)Nc1ccc(Cl)c(C(F)(F)F)c1)C(=O)CNC(=O)C1CCCCC1,9

Continued:
Structure,BL2 CD40 inh
CCOC(=O)c1csc(NC(=O)c2cc(-c3ccccn3)nc3ccccc23)n1,-5
CC1(Oc2cccc(F)c2)CCN(Cc2ccc(-c3ccccc3)o2)C1 (stereo unspecified),-6
COc1ccc(Cn2nnnc2C(c2cc3ccc(OC)cc3[nH]c2=O)N2CCCCCC2)cc1 (stereo unspecified),3
CC(=O)NC(CCS(C)(=O)=O)C(=O)Nc1nccs1 (stereo unspecified),1
CC(C)[C@H](NC(N)=O)C(=O)Nc1ccc2c(c1)CCC2,7
Nc1[nH]c(=O)ncc1F,5
CN(C(=O)c1cncc(Br)c1)c1c(N)n(Cc2ccccc2)c(=O)[nH]c1=O,1
O=C(CNC(=O)c1ccc(Br)o1)NNC(=O)c1cccc(Cl)c1,0
CC1(C)Cc2ccccc2-c2nc3n(c(=O)c21)CCS3,11
CCS(=O)(=O)N1CCC(C(=O)NC2CCCCCCC2)CC1,2
CC1CN(C)C(C)c2c1oc1ccc([N+](=O)[O-])cc21 (stereo unspecified),3
NS(=O)(=O)c1ccc(CCNC(=O)c2ccc(-c3ccccc3)cc2)cc1,12
N#CCCN(C(=O)COC(=O)c1cc(S(=O)(=O)N2CCOCC2)ccc1Cl)c1ccc(F)cc1,1
N#C[C@@H]1[C@@H](c2ccccc2C2=CCCCC2)[C@@H](CO)N1C(=O)NC1CCCC1,35[25 µM]
Cc1csc(NC(=O)C2CC(=O)N(c3ccc4c(c3)OCCO4)C2)n1 (stereo unspecified),9
CO[C@H]1CN(C)C(=O)c2ccc(NS(C)(=O)=O)cc2OC[C@@H](C)N(C(=O)C2CCCC2)C[C@@H]1C,-16
O=S(=O)(c1cnc[nH]1)N1CCCCCC1,11
CC(C)NC(=O)N1[C@H](CO)[C@H](c2ccccc2-c2ccc(F)cc2)[C@@H]1C#N,6[25 µM]
COc1ccc(-c2cc(-c3ccccc3)nc(N)n2)c(O)c1,-3
COc1cccc(NC(=O)N(C)C[C@H]2Oc3cc(-c4ccccc4OC)ccc3S(=O)(=O)N([C@H](C)CO)C[C@H]2C)c1,4[25 µM]

Continued; it opens with the 2 that closed the last part.
Structure,BL2 CD40 inh
COc1ccc(-c2cc(-c3ccccc3)nc(N)n2)c(O)c1,-3
COc1cccc(NC(=O)N(C)C[C@H]2Oc3cc(-c4ccccc4OC)ccc3S(=O)(=O)N([C@H](C)CO)C[C@H]2C)c1,4[25 µM]
O=C(CC1CC1)N1CC2(C1)[C@@H](c1ccccc1)[C@H](CO)N2C(=O)c1ccccn1,-3[25 µM]
Cc1ccc2c(c1)N(CCCC(=O)NCCC1=CCCCC1)C(=O)CO2,1
Cc1nnc2sc(-c3ccncc3)nn12,7
Cc1ccc(-c2cc(C(=O)NCCN3CCOCC3)c3ccccc3n2)o1,1
COc1cccc(-c2ccc([C@H]3[C@@H](C#N)N(C(=O)c4ccccn4)[C@H]3CO)cc2)c1,-28
Cc1cc2c(cc1S(=O)(=O)NCCc1ccccc1)NC(=O)CO2,1
COc1ccc(S(=O)(=O)N2CCOCC2)cc1NC(=O)CCc1c[nH]c2ccccc12,5
COC(=O)[C@H](C)NC(=O)Nc1cccc(Br)c1,5
CC(c1ccon1)N(C)Cc1cn(C)nc1-c1ccc2c(c1)OCCO2 (stereo unspecified),-6
Nc1nc(Cl)nc2c1ncn2C1OCC(O)C(O)C1O (stereo unspecified),-6
COc1cccc(OC)c1CN1CCCC(C(=O)c2ccccc2SC)C1 (stereo unspecified),19
C[C@@H](NC(=O)C[C@@H]1C[C@H]2c3cc(N(C)C)ccc3O[C@H]2[C@@H](CO)O1)c1ccccc1,-7[25 µM]
O=C(O)c1ccc(-c2nnn(Cc3ccccc3F)n2)cc1,15
CO[C@H]1CN(C)C(=O)c2ccc(NC(=O)Nc3ccccc3Cl)cc2OC[C@H](C)NC[C@H]1C,28[25 µM]
Cc1ccccc1-n1nc(C(=O)O)cc1-c1ccccc1,11
Cc1cc(C(=O)CCl)c(C)n1CCc1ccc(F)cc1,3
COc1cc(-c2nnn(CC#N)n2)ccc1OCc1ccccc1,-69
C[C@H]1CN([C@@H](C)CO)C(=O)CCCn2cc(nn2)CO[C@H]1CN(C)Cc1cccc2c1OCCCO2,7[25 µM]
Cc1ccc(CNS(=O)(=O)c2cccc3nsnc23)cc1,9
O=C(CCC(=O)c1cccs1)OCc1nnc(-c2ccccc2)o1,7

Other structures follow.
Structure,BL2 CD40 inh
Fc1ccccc1OCCCCCCN1CCCC1,-15
N#C[C@H]1[C@@H](c2ccccc2-c2ccccc2)[C@@H](CO)N1C(=O)NC1CCCCC1,7
Cc1ccc(NC(=O)CN(C)CC(=O)N(C)Cc2ccccc2)cc1,-3
COc1cccc(CNC(=O)[C@@H]2[C@@H](CO)[C@@H]3Cn4c(cccc4=O)[C@H]2N3C(=O)C2CCCC2)c1,-1[25 µM]
CCO/N=C/C(=O)Nc1ccc(F)cc1F,10
COc1ccc(/C=C/C(=O)OCC(=O)Nc2cc(S(=O)(=O)N(C)C)ccc2Cl)cc1,6
C[C@H](CO)N1C[C@H](C)[C@H](CN(C)C(=O)CCCN(C)C)OCCCC[C@H](C)Oc2ccc(NC(=O)Nc3ccc4c(c3)OCO4)cc2C1=O,-20[25 µM]
CN(c1ccccc1)S(=O)(=O)c1cccc(C(=O)OCC(=O)NCc2ccccc2)c1,4
CCCS(=O)(=O)N1CCC(C(=O)NCCN2CCCC2)CC1,8
O=C(COc1ccccc1)Nc1ccc(NC(=O)c2ccco2)cc1,-10
O=C(O)c1ccc(-c2nc3ccccc3s2)o1,-13
COc1ccc(N2CCCn3c2nc2c3c(=O)n(CCCc3ccccc3)c(=O)n2C)cc1,2
O=C(c1ccc(Cl)c(S(=O)(=O)N2CCc3ccccc32)c1)N1CCN(c2ccccc2O)CC1,12
Cc1ccccc1NC(=O)Cc1nc(COC(=O)c2nc(Cl)ccc2Cl)cs1,4
CC(=O)Nc1ccc(NCC(O)COc2ccccc2)cc1 (stereo unspecified),-4
C[C@H](CO)N1C[C@H](C)[C@H](CN(C)C(=O)Nc2cccc3ccccc23)Oc2ncc(-c3ccccc3)cc2C1=O,14[25 µM]
CCOc1ccc2[nH]c3c(=O)n(CCc4ccc(OC)cc4)cnc3c2c1,2

An excerpt; the hit share may differ from the screen's.
